Tau fluor counter – counter-screen for tau fibril formation inhibitors; Potency, µM (series often up to 57.7 µM), for the others: at the top dose activity change, negative = decrease; tau K18 P301L Alexa594 fluorescence, heparin fibrillization; 280,000 compounds, 0.93% hits; also: % is scaled to controls: 0 for no effect and ±100 for the full control effect; nearly all actives have a fitted effect of over 55% in size
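Human tau K18 P301L (15 uM unlabeled, 0.24 uM Alexa 594-labeled) in 100 mM sodium acetate pH 7 with 20 uM heparin, 6 hr at 37 C. ThT 30 uM added, 1 hr ambient; Alexa 594 FP and total fluorescence read at 555/632 nm.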
GAA glycogen mod – GAA glycogen-cleavage inhibition or activation. P10253. recombinant GAA, glycogen substrate, Amplex Red glucose oxidase fluorescence. Potency, µM (titrated, usually from 76.4 µM), without a hit: top-dose activity change, negative = inhibition, most hits filed as inhibitors. 300,000 compounds, 0.38% hits. AID 2100;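 also: 0% = full enzyme reaction and -100% = no-enzyme basal signal; the screen sought inhibitors and activators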
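qHTS, 1536-well; enzyme 4 nM final; cpd up to 77 uM; substrate bovine liver glycogen 30 ug; 50 mM citrate/phosphate pH 5.0, 0.01% Tween-20; 37 C, 40 min; Amplex Red detection 45 min RT; Hill fit → AC50.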
HTT cytoprotect – cytoprotection in Huntington HTT-Q103 PC12 cell model; PC12 HTT-Q103 induced, cytoprotection, ATP luminescence, 40 h; Potency, µM (series often up to 56.4 µM), for the others: cytoprotection (ATP increase), actives largely listed as activators; 230,000 compounds, 0.14% hits;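 also: % of control where 0% means no effect; nearly all actives have a fitted effect of over 45% in size; toxic huntingtin expression switched on by the ecdysone agonist tebufenozide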
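Cells were plated at 1500 per well in phenol red-free DMEM with 5% equine and 5% calf serum. Tebufenozide (100 nM final) and compounds were added, then ATPlite reagent, and luminescence was read.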
GLA spleen mod – inhibits or activates alpha-galactosidase in human spleen homogenate; P06280; human spleen homogenate, 4MU-alpha-Gal fluorescence, 40 min; Potency, µM (titrated, usually from 80 µM), for the others: at the top dose activity change, negative = inhibition, hits mostly inhibitors; 240,000 compounds, 0.008% hits; AID 2107;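 also: 0% = enzyme with vehicle and -100% = no enzyme basal signal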
Target sequence (P06280 32-429 limits assumed): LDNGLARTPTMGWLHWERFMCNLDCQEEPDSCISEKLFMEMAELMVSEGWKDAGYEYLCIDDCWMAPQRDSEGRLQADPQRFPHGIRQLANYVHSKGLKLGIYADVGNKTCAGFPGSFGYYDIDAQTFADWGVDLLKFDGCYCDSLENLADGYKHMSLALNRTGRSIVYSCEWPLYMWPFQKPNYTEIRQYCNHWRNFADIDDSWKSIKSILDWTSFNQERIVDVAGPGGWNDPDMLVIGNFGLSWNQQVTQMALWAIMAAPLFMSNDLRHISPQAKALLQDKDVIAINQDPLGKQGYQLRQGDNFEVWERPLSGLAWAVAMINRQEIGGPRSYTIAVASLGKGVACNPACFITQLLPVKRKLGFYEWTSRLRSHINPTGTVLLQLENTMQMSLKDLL
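Inhibition or activation of alpha-galactosidase in human spleen homogenate is scored by 4-MU fluorescence after 40 min at 37C, pH 5.0, with 1 mM substrate. AC50s come from concentration-response fitted to the Hill equation.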
Tau fibril ThT – inhibitors of human tau fibril formation, thioflavin T binding; recombinant tau K18 P301L (four-repeat tau fragment), heparin-induced fibrillization, ThT fluorescence; Potency, µM (highest dose often 57.4 µM), for the others: top-dose activity, negative = inhibition, most hits filed as inhibitors; 270,000 compounds, 2.1% hits; AID 1460; also: % is scaled to controls: 0 for no effect and ±100 for the full control effect; nearly all actives have a fitted effect of over 55% in size
Target sequence (P10636 561-689 P618L limits assumed): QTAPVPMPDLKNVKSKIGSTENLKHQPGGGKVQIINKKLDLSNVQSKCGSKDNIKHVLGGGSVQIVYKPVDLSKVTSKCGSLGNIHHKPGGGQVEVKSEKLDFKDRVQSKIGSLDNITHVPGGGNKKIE
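Tau K18 P301L fragment (15 uM unlabeled plus 0.24 uM Alexa 594-labeled) in 100 mM sodium acetate pH 7 with compound, fibrillization induced by 20 uM heparin for 6 hr at 37 C. Thioflavin T (30 uM) added, fluorescence read after 1 hr (ex 450, em 510 nm).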
GAA spleen mod – lysosomal alpha-glucosidase (human) modulation; P10253; human spleen homogenate, 4-MU-alpha-glucoside fluorescence; Potency, µM (titrated, usually from 79.9 µM), for the others: at the highest dose activity change, negative = inhibition, actives largely listed as inhibitors; 240,000 compounds, 0.006% hits;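 also: 0% = enzyme with vehicle and -100% = no enzyme basal signal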
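Human spleen homogenate (1 ug) with 4-methylumbelliferyl-alpha-D-glucopyranoside (1 mM final) in 50 mM citrate/phosphate pH 5.0, 0.01% Tween-20; 40 min at 37 C. Stopped at pH 10; 4-MU fluorescence Ex 365/Em 440 nm; AC50 by Hill fit.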
Tau FP inhib – tau fibrillization inhibition (FP); K18 P301L tau heparin fibrillization, Alexa594 FP, 6 h; Potency, µM (top dose mostly 57.7 µM), for inactives: top-dose activity, negative = inhibition, usual class: inhibitors; P10636; 280,000 compounds, 0.39% hits; also: % is scaled to controls: 0 for no effect and ±100 for the full control effect; nearly all actives have a fitted effect of over 55% in size
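K18 P301L tau (15 uM unlabeled/0.24 uM Alexa 594-labeled, final) + compound + heparin 20 uM final; 100 mM NaOAc pH 7; 6 hr 37 C; ThT 30 uM final added, 1 hr RT; FP ex 555/em 632 nm.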
GAA inh – blocks human lysosomal alpha-glucosidase; P10253; purified human GAA, 4-MU-alpha-glucoside fluorescence; Potency, µM (doses to about 76.9 µM), without a hit: top-dose activity change, negative = inhibition, most hits filed as inhibitors; 200,000 compounds, 0.005% hits; AID 1466;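 also: plate controls were uninhibited enzyme wells for no effect and no-enzyme background for full effect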
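Endpoint fluorogenic read: 20 min room-temperature reaction of 4 nM human alpha-glucosidase with 400 uM 4-methylumbelliferyl-alpha-D-pyranoside, pH 5.0, quenched with 1M NaOH/1M glycine pH 10. AC50 from Hill modeling.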
* hit, by the source's call; ? = inconclusive; . = no result given; [ ] = another dose, or the depositor's remark. Calls follow the shape of the dose curve; as a rule, active = well fitted curve in the direction sought with a large enough effect; inconclusive = small, poorly fitted or top-dose-only effect, or another doubt; inactive = no such curve, though single readings can be large; an effect the other way counts as inactive or inconclusive. Potency is read from the fitted curve at half-maximal effect.

| Molecule | HTT cytoprotect | GAA spleen mod | GAA glycogen mod | Tau FP inhib | GLA spleen mod | Tau fibril ThT | Tau fluor counter | GAA inh |
| --- | --- | --- | --- | --- | --- | --- | --- | --- |
| O=C(CN(C1CCCCC1)S(=O)(=O)c1ccccc1)NCc1cccnc1 | 9%[10 µM] | -2% | -2% | 6% | 4% | 6% | 7% | 1% |
| Cn1cc2cccc([N+](=O)[O-])c2n1 | -38%[inhibitor] | . | -1% | 8% | -6% | -6% | 3% | -6% |
| COc1ccc(Nc2ncc(C(=O)O)c3ccccc23)cc1 | -7% | 6% | 1% | 3% | 3% | -17% | -14% | ? |
| COc1nc(-c2ccncc2)nc2ccccc12 | -18% | 2% | -2% | -3% | 5% | ? | -12% | 7% |
| CN1CCN(C(=O)c2cn(-c3ccccc3)nc2-c2cccnc2)CC1 | 20% | -5% | -2% | 2% | -7% | -12% | -6% | -1% |
| O=C(O)CCC(=O)Nc1ccc(OCC(=O)O)cc1 | -12% | 1% | 5% | -3% | 0% | -9% | -10% | 0% |
| CS(=O)(=O)N(CC(=O)N/N=C/c1cc2c(cc1Br)OCO2)c1ccccc1Br | -72%[inhibitor] | -4% | 6% | -16% | 3% | -20% | ? | -14% |
| C[C@](N)(COP(=O)(O)O)C(=O)O | 5% | -9% | . | -2% | 5% | 0% | 1% | . |
| CCOc1ccccc1OCC(=O)NNC(=O)Cn1cnc2c1c(=O)n(C)c(=O)n2C | ? | -11% | 6% | 3% | -1% | 3% | 3% | -1% |
| COc1cc(C(=O)O)ccc1OCC(=O)N1CCOCC1 | -4% | -6% | 5% | -4% | -4% | -1% | -2% | -18% |
| Cc1ccccc1-c1noc(-c2ccc(NCc3ccco3)c([N+](=O)[O-])c2)n1 | . | . | -5%[76.3 µM] | 2% | . | 0% | -8% | . |
| Cc1c(Cl)cccc1NC(=O)Nc1ccc(C(N)=O)cc1 | -6% | -9% | 12% | -1% | 4% | -8% | -10% | 3% |
| Cc1c(C(=O)N/N=C/c2ccc(-c3ccccc3[N+](=O)[O-])o2)sc(N)c1C#N | 12%[10 µM] | -10% | -2% | -9% | -11% | ? | ? | ? |
| CCCS/C(N)=N/N=C/c1cc(C)ccc1O | -48%[inhibitor][10 µM] | 3% | -4% | 6% | 10% | ? | ? | -4% |
| C=CCc1ccccc1OCC(O)CN1CCN(c2ccccc2F)CC1 (stereo not drawn) | -8% | 2% | 3% | 0% | 3% | ? | -23% | -5% |
| COc1cccc(CN(C(=O)c2oc3ccccc3c2C)C2CCS(=O)(=O)C2)c1 (stereo not drawn) | . | . | 9%[76.3 µM] | 1% | . | -9% | -16% | . |
| COc1ccc(Cc2n[nH]c(=O)c3ccccc23)cc1OC | 3% | -2% | 0% | -2% | -2% | -7% | -1% | -2% |
| CC(c1ccccc1)N1CNc2c(c(=O)n(C)c(=O)n2C)C1 (stereo not drawn) | -3% | 0% | -11% | -4% | 3% | 15% | 12% | -5% |
| Cc1ccc(NC(=O)Cc2n[nH]c(=S)n2C)cc1 | -26% | 0% | -3% | ? | 0% | -9% | -11% | 7% |
| Cc1cccc(C=Nc2ccccc2C(N)=O)c1 | -54%[inhibitor] | 5% | -8% | -5% | 7% | 2% | -3% | 12% |
| Brc1cccc(C2CC(c3ccccc3)n3nnnc3N2)c1 (stereo not drawn) | -9% | -1% | 17% | -2% | -4% | -9% | -9% | 0% |
| CCOC(=O)C1(Cc2ccccc2C(F)(F)F)CCN(C(C)COC)CC1 (stereo not drawn) | -10%[10 µM] | -3% | -9% | -9% | -2% | -8% | -10% | . |
| CS(=O)(=O)N(CC(=O)NCc1ccccc1Cl)c1cccc([N+](=O)[O-])c1 | -7%[10 µM] | 2% | 6% | 5% | 4% | 0% | 0% | 7% |
| O=c1[nH]c2ccccc2nc1-c1ccccc1 | 3%[10 µM] | 0% | 8% | -11% | 26% | -4% | -15% | . |
| CCOC(=O)C1CCCN1C(=O)c1ccc(OC)c(Br)c1 (stereo not drawn) | -25% | 12% | 6% | -7% | -2% | -1% | -6% | 4% |
| O=C(Nc1cccc(-c2nc3ccccc3s2)c1)c1cccs1 | -8%[10 µM] | -11% | -8% | 22µM* | -18% | ? | ? | -1% |
| CC(=O)N1CCCN(Cc2nc(C3(c4ccc(C)cc4)CCCC3)no2)CC1 | -19% | -5% | 17% | 8% | 0% | -1% | 1% | -11% |
| COc1ccc(NC(C)=O)cc1C#N | -20% | -8% | -9% | 4% | -10% | 2% | -1% | ? |
| CCOC(=O)Cn1c(=O)oc2cc(S(=O)(=O)N3CCN(c4cc(C)ccc4C)CC3)ccc21 | . | . | 10%[76.3 µM] | -3% | . | 1% | -20% | . |
| CCCCCNC(=O)c1c[nH]c2ccc(S(=O)(=O)N3CCC4(CC3)OCCO4)cc2c1=O | . | -5% | 1% | ? | -5% | 7% | -21% | -5% |

Next part, starting with the last 2 of the part before.
| Molecule | HTT cytoprotect | GAA spleen mod | GAA glycogen mod | Tau FP inhib | GLA spleen mod | Tau fibril ThT | Tau fluor counter | GAA inh |
| --- | --- | --- | --- | --- | --- | --- | --- | --- |
| CCOC(=O)Cn1c(=O)oc2cc(S(=O)(=O)N3CCN(c4cc(C)ccc4C)CC3)ccc21 | . | . | 10%[76.3 µM] | -3% | . | 1% | -20% | . |
| CCCCCNC(=O)c1c[nH]c2ccc(S(=O)(=O)N3CCC4(CC3)OCCO4)cc2c1=O | . | -5% | 1% | ? | -5% | 7% | -21% | -5% |
| CC(C)c1onc(C(=O)N2CCN(C(c3ccccc3)c3ccccc3)CC2)c1[N+](=O)[O-] | . | -3% | -7% | -3% | 1% | 4% | -5% | 4% |
| CC(C(=O)Nc1ccccc1C(F)(F)F)n1nc(-c2ccccc2)c2c(c1=O)CCCC2 (stereo not drawn) | . | . | -6%[76.3 µM] | 5% | . | -9% | -7% | . |
| CCn1c(CSc2nc3ccccc3s2)nnc1SCC(N)=O | -11% | -3% | 5% | -5% | 5% | -10% | -3% | -14% |
| COc1ccc(NS(=O)(=O)c2cccc(NC(=O)c3cnccn3)c2)cc1Br | -18% | 0% | 7% | -12% | -10% | -8% | -25% | 5% |
| C=CCNC(=O)c1ccc(-c2nc(-c3ccc(Cl)cc3Cl)cs2)cc1 | -28%[10 µM] | -4% | 9% | 0% | 2% | -7% | -6% | -8% |
| COc1ccc(C(=O)C2CCCN(C(=O)Cn3nc(C)cc3C)C2)cc1F (stereo not drawn) | 5%[10 µM] | 3% | 2% | 2% | 9% | 2% | -2% | . |
| CCN1C(=O)/C(=C\c2nc3ccccc3c(=O)n2-c2ccccc2)c2ccccc21 | -3%[10 µM] | -1% | 1% | -3% | 7% | ? | -2% | -4% |
| COc1ccc(/C=C/c2nc3ccccc3n2Cc2ccc(OC)c(OC)c2)cc1 | -21%[10 µM] | -3% | 4% | -1% | 5% | ? | -24% | ? |
| N#Cc1cnc2c(-c3ccccc3)c(-c3ccccc3)nn2c1N | -2%[10 µM] | -5% | 1% | ? | -1% | -7% | ? | 10% |
| O=S(=O)(c1ccc(OCC(O)CN2CCC(Cc3ccccc3)CC2)cc1)N1CCOCC1 (stereo not drawn) | -13%[10 µM] | -8% | -2% | 7% | -5% | -4% | -7% | -13% |
| CCC(Sc1nc2cc(OC)c(OC)cc2c(=O)n1CCc1ccc(S(N)(=O)=O)cc1)C(=O)NCCOC (stereo not drawn) | 4% | 7% | -12% | 2% | 3% | -12% | -10% | 9% |
| CCOc1cc(CNc2ccc3c(c2)CCC3)ccc1O | -14% | -2% | -21% | 12% | 6% | -22% | -9% | -6% |
| CC(C)(C)NC(=O)COc1ccccc1C#N | -36%[inhibitor] | 3% | 3% | 3% | -3% | -1% | 0% | -3% |
| c1ccc(CNC2=NCCC2)nc1 | 7%[10 µM] | -8% | 4% | 5% | 2% | -5% | 3% | 2% |
| CC1CCN(CC(O)COCCOc2ccc(Br)cc2)CC1 (stereo not drawn) | 21%[10 µM] | -3% | 2% | 6% | -7% | 4% | 4% | 1% |
| Cn1c(=O)c2c(SCC(=O)N3CCN(c4ccccc4)CC3)nc(C3CC3)nc2n(C)c1=O | 11% | 3% | 5% | 0% | -2% | -4% | -3% | . |
| COc1ccccc1-c1noc(-c2ccc(N3CCC(C)CC3)c([N+](=O)[O-])c2)n1 | . | . | -8%[76.3 µM] | 3% | . | -2% | -11% | . |
| CC(C)C(=O)Nc1cccc(NC(=O)c2ccc([N+](=O)[O-])cc2Cl)c1 | -4%[10 µM] | 16% | 11% | 12% | 5% | -1% | -6% | -3% |
| O=C(COc1ccc(Br)cc1Br)NC(=S)Nc1cccc(CO)c1 | . | -25% | 1% | ? | -11% | ? | -25% | -11% |
| CCCc1cc(=O)[nH]c(Nc2cc(C)cc(C)c2)n1 | . | . | -4%[76.3 µM] | -13% | . | -15% | ? | . |
| CC(=O)N1CCCc2cc(S(=O)(=O)N3CCCC(C(=O)NCc4ccccc4Cl)C3)ccc21 (stereo not drawn) | . | . | -7%[76.3 µM] | ? | . | -3% | -10% | . |
| Cc1ccc(C2=[N+]([O-])C3(CCCCC/C3=N\O)N(O)C2(C)C)o1 (stereo not drawn) | 27% | -2% | ? | -9% | -1% | -8% | -2% | -1% |
| CC(C)[C@H]1CN=C2N(C[C@H](C)NC(=O)CCC3CCCCC3)[C@H](Cc3ccc(O)cc3)CN21 | 0%[10 µM] | 1% | 4% | -2% | -3% | -7% | -5% | . |
| C=CCN(CC=C)S(=O)(=O)c1ccc2nc(NC(=O)C(C)C)sc2c1 | -28%[10 µM] | 5% | 0% | -7% | 5% | 7% | -11% | -5% |
| O=C(CCS(=O)(=O)c1cccc2nonc12)NCc1ccc(Cl)cc1 | -39%[inhibitor] | -2% | 4% | 0% | -2% | 0% | -6% | 9% |
| COc1ccc(NC(=O)c2[nH]nc3c2CSc2ccccc2-3)c(OC)c1 | . | . | -18%[76.3 µM] | 9% | . | 1% | -22% | . |
| COc1ccc(N2CCN(Cc3nnc(-c4ccccc4)o3)CC2)cc1 | 17%[10 µM] | 2% | 11% | 12% | -3% | -13% | -3% | -4% |

Compound activity deposited in PubChem BioAssay by National Center for Advancing Translational Sciences (NCATS).
